# G9a inh: qHTS Assay for Inhibitors of Histone Lysine Methyltransferase G9a. Histone-lysine N-methyltransferase EHMT2 (Homo sapiens), Q96KQ7. G9a H3K9 monomethylation, AlphaScreen, 2 h. Potency, µM (top dose mostly 102 µM), for inactives: at the top dose activity, negative = inhibition, hits mostly inhibitors. hit rate 8.8% among 350,000; further: on the % scale 0 is the no-effect control and ±100 the full control effect; nearly all actives have a fitted effect of over 75% in size
# Target sequence (Q96KQ7 913-1193 limits assumed): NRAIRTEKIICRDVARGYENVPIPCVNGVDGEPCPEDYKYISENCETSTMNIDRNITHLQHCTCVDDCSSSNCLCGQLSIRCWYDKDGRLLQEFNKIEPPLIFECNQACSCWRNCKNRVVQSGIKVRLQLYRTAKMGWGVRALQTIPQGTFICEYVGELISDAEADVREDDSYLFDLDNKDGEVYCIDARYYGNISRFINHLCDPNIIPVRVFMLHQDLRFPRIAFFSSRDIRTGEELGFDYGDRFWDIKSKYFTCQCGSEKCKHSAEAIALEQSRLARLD
#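 AlphaScreen detection with an anti-monomethyl H3K9 antibody quantified product after a 2 h room-temperature reaction containing 500 nM biotinylated H3K9 peptide, 20 µM SAM and 20 nM enzyme, which had been preincubated 15 min with compound.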
# BAZ2B inh: qHTS Assay for Inhibitors of BAZ2B. Bromodomain adjacent to zinc finger domain protein 2B (Homo sapiens), Q9UIF8. AlphaScreen BAZ2B-H3K14Ac peptide displacement. Potency, µM (series often up to 114 µM), for the others: at the top dose activity change, negative = inhibition, usual class: inhibitors. hit rate 4.4% among 360,000; further: on the % scale 0 is the no-effect control and ±100 the full control effect; nearly all actives have a fitted effect of over 60% in size
#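 Compounds, titrated to a top concentration of 110 uM, were incubated 30 min at room temperature with preformed BAZ2B/acetyl-K14 H3 peptide complex (50 nM each). Proximity signal was measured by AlphaScreen after 20 min with beads.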
# HP1b binding inh: HTS for Inhibitors of HP1-beta Chromodomain Interactions with Methylated Histone Tails. Chromobox protein homolog 1 (Homo sapiens), P83916. AlphaScreen HP1-beta / biotin-H3K9me3 peptide binding. Potency, µM (doses to about 114 µM), inactives show at the highest dose activity change, negative = inhibition, most hits filed as inhibitors. hit rate 0.56% among 390,000. AID 540317, 2011; further: nearly all actives have a fitted effect of over 70% in size; inactives centre near 23
# Target sequence (P83916 whole entry, looked up): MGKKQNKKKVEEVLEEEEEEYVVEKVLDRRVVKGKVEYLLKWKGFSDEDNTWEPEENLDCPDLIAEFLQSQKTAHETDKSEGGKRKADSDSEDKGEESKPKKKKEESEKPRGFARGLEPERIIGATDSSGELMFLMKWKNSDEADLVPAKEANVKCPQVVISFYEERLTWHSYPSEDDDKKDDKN
#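 HP1-beta protein (50 nM final) preincubated 30 min at room temperature with biotinylated H3(1-18)K9me3 peptide (50 nM) in PBS pH 7.4, 0.01% Tween-20, then compound added for 30 min. AlphaScreen streptavidin donor/nickel chelate acceptor beads (10 ug/mL final), 30 min dark, luminescence read.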
# JMJD2A Tudor inh: qHTS Assay for Inhibitors of JMJD2A-Tudor Domain; AID 504339, 2011; Potency, µM (titrated, usually from 114 µM), without a hit: top-dose activity change, negative = inhibition, hits mostly inhibitors; hit rate 4.4% among 390,000; AlphaScreen JMJD2A-Tudor / H3K4me3 peptide binding; Lysine-specific demethylase 4A (Homo sapiens), O75164; further: on the % scale 0 is the no-effect control and ±100 the full control effect; nearly all actives have a fitted effect of over 50% in size
# BLM helicase inh: qHTS Assay for Inhibitors of Bloom's syndrome helicase (BLM) | recombinant BLM DNA unwinding, fluorescence dequenching | Potency, µM (highest dose often 56.1 µM), for the others: at the top dose activity change, negative = inhibition, actives largely listed as inhibitors | hit rate 0.2% among 350,000 | AID 2528, 2010;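 further: plate controls were vehicle for no effect and no enzyme for full effect; nearly all actives have a fitted effect of over 35% in size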
# Pol iota inh: qHTS for Inhibitors of Polymerase Iota; hit rate 1% among 390,000; Potency, µM (doses to about 115 µM), without a hit: at the top dose activity, negative = inhibition, usual class: inhibitors; Pol iota fluorescent replication assay, 10 min
#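 Pol iota at 10 nM preincubated 15 min with compounds at room temperature; reaction started with fluorescent substrate, 50 nM final. Fluorescence read kinetically at 0 and 10 min; buffer-only wells as negative control.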
# Pin1 inh: qHTS Assay to Find Inhibitors of Pin1; Pin1 FP peptide displacement, HiFluor488, 10 min; hit rate 0.009% among 390,000; Potency, µM (doses to about 115 µM), for inactives: at the top dose activity, negative = inhibition, usual class: inhibitors; active means well fitted inhibition curve with a large enough effect in the polarisation, with a control signal flat, not every such curve was filed as active; inconclusive means small, poorly fitted or top-dose-only effect, or effect the other way, or a change in a side signal; inactive means no such curve, though single readings can be large or run the other way; the % refers to the polarisation; further: on the % scale 0 is the no-effect control and ±100 the full control effect
# Target sequence (Q13526 whole entry, looked up): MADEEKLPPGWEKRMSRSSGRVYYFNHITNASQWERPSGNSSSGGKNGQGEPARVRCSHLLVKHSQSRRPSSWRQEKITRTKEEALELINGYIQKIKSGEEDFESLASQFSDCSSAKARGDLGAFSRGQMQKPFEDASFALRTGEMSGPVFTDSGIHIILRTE
# Tb PGK inh: qHTS Assay to Find Inhibitors of Phosphoglycerate Kinase. Phosphoglycerate kinase, glycosomal (Trypanosoma brucei brucei), P07378. PGK/GAPDH coupled, Kinase-Glo luminescence, 60 min. Potency, µM (titrated, usually from 57.5 µM), for inactives: at the highest dose activity change, negative = inhibition, actives largely listed as inhibitors. hit rate 0.043% among 380,000. AID 602233, 2012; further: on the % scale 0 is the no-effect control and ±100 the full control effect; nearly all actives have a fitted effect of over 60% in size
#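 Luminescent ATP detection (Kinase-Glo Plus) follows a 60-minute room-temperature incubation, with wells lacking PGK as controls. Buffer: 100 mM TEA (pH 7.6), 5 mM MgCl2, 0.01% Tween-20. Coupling enzyme GAPDH (100 nM final) supplies unstable 1,3-BPG in-well.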
# GLS inhibitor: qHTS for Inhibitors of Glutaminase (GLS); Glutaminase kidney isoform, mitochondrial (Homo sapiens), O94925; GLS enzymatic activity, qHTS titration; Potency, µM (doses to about 45.5 µM), for inactives: top-dose activity change, negative = inhibition, usual class: inhibitors; hit rate 0.21% among 410,000; AID 624170, 2012; further: on the % scale 0 is the no-effect control and ±100 the full control effect
#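 Glutamate formation by hKGA was monitored fluorometrically using coupled glutamate oxidase, HRP and Amplex Red. Substrate was added as 1 mM L-glutamine solution; incubation was 30 min at RT after an initial read.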
# * hit, by the source's call; i = inactive; ? = inconclusive; nt = not tested or not shown; [ ] = dose if it differs, or a comment. Unless noted, the call rests on the fitted dose curve; in most records, active means well fitted curve in the direction sought with a large enough effect; inconclusive means small, poorly fitted or top-dose-only effect, or another doubt; inactive means no such curve, though single readings can be large; an effect the other way counts as inactive or inconclusive. Potency means the concentration at half of the fitted maximal effect. Only part of the results is shown; rates above refer to the full screens.
Structure	G9a inh	BAZ2B inh	HP1b binding inh	JMJD2A Tudor inh	BLM helicase inh	Pol iota inh	Pin1 inh	Tb PGK inh	GLS inhibitor
COc1ccc(-c2nnn(CC(=O)N3CCN(c4ccc(F)cc4)CC3)n2)cc1	27%	-21%	7%	-2%[11.4 µM]	1%	7%	-8%	i	-8%
O=C(NC1CCCCC1c1ccccc1)c1ccccc1 (configuration not stated)	nt	nt	32%[activator]	3%	nt	14%	-4%	3%	1%
Fc1cccc(-n2c(-c3ccco3)nc3nc4ccccc4nc32)c1	-16%	-21%	36%	-7%	-1%	11%	39%[activator]	-8%	-3%
CCCN1CCC(=O)NC1=S	nt	nt	23%	-3%	nt	-1%	0%	1%	-6%
O=P(Cc1nnco1)(c1ccccc1)c1ccccc1	-1%[59 µM]	-24%	15%	-5%	-3%	6%	-4%	4%	20%
CC1CN(C(=O)CCS(=O)(=O)c2ccccc2)CC(C)O1 (configuration not stated)	30%[59 µM]	11%	12%	-7%	3%	-1%	8%	6%	4%
O=C(Cc1ccccc1)NCC(=O)N1CCCCC1	21%[59 µM]	-6%	16%	-2%	-9%	139%[activator]	1%	2%	7%
COc1ccc(C(=O)Nc2nc(CC(=O)NCCc3cccc(OC)c3)cs2)cc1	1%	-3%	20%	-17%	nt	44%[activator]	-7%	-1%	1%
COc1ccc(NC(=O)Nc2nnc(-c3ccco3)s2)cc1	-4%[12.7 µM]	-15%	60%[activator]	-33%	-7%	?	9%	-9%	4%
O=C(O)c1nc(-c2ccccc2)n(-c2ccccc2)n1	?	0%	29%	-13%	8%	0%	-17%	i	-4%
Cc1cccc(N2CCN(C(=O)c3ccc(CS(=O)c4cccc(Cl)c4)o3)CC2)c1C (configuration not stated)	?	?	11%	-27%	-3%	28%	2%	3%	3%
CCN(Cc1ccccc1)Cc1ccc(OCc2ccccc2)c(OC)c1	58%[activator]	28%	75%[activator]	39%[activator]	-1%	-30%	-8%	-7%	6%
COc1ccc(CNC(=O)CCC(=O)N2CCN(S(=O)(=O)c3cc([N+](=O)[O-])ccc3C)CC2)cc1	-29%	5%	12%	-17%	nt	3%	4%	3%	3%
CCN(CC)S(=O)(=O)c1ccc(-c2nnco2)cc1	-13%[59 µM]	-2%	24%	10%	-2%	-6%	-4%	-3%	-10%
CC(NCC(O)COCCC12CC3CC(CC(C3)C1)C2)c1ccccc1 (configuration not stated)	nt	-7%	38%	?	-1%	44%[activator]	1%	-7%	4%
CN(C)S(=O)(=O)c1cccc(NC(=O)Cn2cc(C(F)(F)F)cc(Cl)c2=O)c1	7%	nt	46%[activator]	0%	-2%	?	0%	-2%	0%
CC(C)COc1ccc(C(=O)OCC(=O)N(C)CC(=O)Nc2ccc(F)cc2)cc1	-19%	5%	26%	-4%	nt	-21%	1%	-3%	3%
Cc1sc2nc(SCC(=O)N3CC(C)OC(C)C3)n(C)c(=O)c2c1C (configuration not stated)	3%	-31%	7%	-16%	-11%	?	2%	-5%	0%
CC1CCN(C(=O)COC(=O)C2CCN(S(=O)(=O)c3ccc(Cl)c(C(F)(F)F)c3)CC2)CC1	?	-5%	31%	4%	nt	30%[activator]	1%	1%	-3%
O=C(O)c1ccccc1-c1nc2cc(Cl)ccc2c(=O)n1O	2%	79µM*	4%	-10%	-7%	?	-13%	i	4%
Cc1cc2ccccn2c1C(=O)c1ccccc1F	20%[59 µM]	3%	3%	-4%	-2%	35%[activator]	-2%	-3%	4%
Cc1ccc(Cl)cc1NC(=S)N(Cc1ccccc1)Cc1cccnc1	-4%	-17%	27%	-21%	-12%	147%[activator]	-7%	7%	-20%
NNC1=N[C@H]2CS(=O)(=O)C[C@H]2S1	9%[59 µM]	-5%	10%	8.9µM*	0%	0%	9%	i	0%
CCOC(=O)c1oc2cc(O)cc(O)c2c(=O)c1OCc1ccccc1	nt	nt	9%	-30%	nt	32%[activator]	-1%	3%	20%
CC(C)[C@H](NC(=O)c1ccccc1)C(=O)OCC(=O)c1c(N)n(C)c(=O)n(C)c1=O	nt	nt	29%	-11%	nt	2%	5%	0%	-5%
On1c(-c2ccccc2)nc2ccccc21	5%	-1%	5%	-11%	0%	39%[activator]	-10%	-2%	4%
COc1cccc(C(=O)NCC(=O)OCC(=O)C(C)(C)C)c1	11%	-1%	31%	-4%	3%	-14%	2%	nt	-2%
Cn1cc(S(=O)(=O)c2ccccc2)c(=O)c2cc(F)c(N3CCCCCC3)cc21	-14%[59 µM]	2%	22%	4%	1%	-4%	8%	-1%	-9%
Cc1ccccc1C(=O)c1cccn1CC(=O)NCCN1CCN(c2cccc(C)c2C)CC1	-6%[59 µM]	?	?	50µM*	-7%	-4%	10%	-3%	12%
O=S(=O)(Nc1ccc(-c2ccc3nncn3n2)cc1)c1ccccc1Cl	?	-11%	26%	-15%	nt	7%	-1%	i	0%
CN(CC(=O)Nc1ccc(Cl)cc1)CC(=O)Nc1cccc(Br)c1	45µM*	1%	35%[activator]	-6%	-9%	2%	1%	i	4%
COC(=O)[C@H](Cc1ccccc1)NC(=O)Cn1ccc(NC(=O)OCc2ccccc2)nc1=O	-6%[0.501 µM]	-2%	3%	1%	nt	0%	0%	-7%	-6%
CC(=O)Nc1ccc(S(=O)(=O)N2CCc3ccccc3C2)cc1	-3%[59 µM]	9%	49%[activator]	0%[57.1 µM]	0%	15%	-1%	9%	1%
COc1ccc(-c2cc(C)no2)cc1S(=O)(=O)N(C)c1ccc(C)cc1	16%[59 µM]	-15%	48%[activator]	13%	-8%	0%	3%	-6%	-12%
Cc1cccc(C)c1NC(=O)CN(C)CC(=O)Nc1cc(Cl)ccc1C#N	-23%	-2%	53%[activator]	9%	4%	-6%	-3%	-5%	-4%
Cc1cccc(/C=N/NC(=O)NC23CC4CC(CC(C4)C2)C3)n1	?	-33%	34%	-29%	2%	45%[activator]	-9%	i	-7%
COc1ccc(C(C(N)=O)c2ncc(C(F)(F)F)cc2Cl)cc1 (configuration not stated)	8%	-3%	30%	-6%	-2%	23%	-7%	6%	0%
CC(=O)c1cccc(Oc2cc(NN3CCCCC3)c([N+](=O)[O-])cc2[N+](=O)[O-])c1	50µM*	?	-12%	?	-3%	19%	-10%	i	13%
CC(C)/C=C/C(=O)N1CCC(N2CCC(C(=O)N3CCOCC3)CC2)CC1	nt	1%	49%[activator]	2%	-4%	-6%	0%	5%	7%
Cc1cc(C)cc(NC(=O)CN2CCCN(S(=O)(=O)c3ccc(Br)s3)CC2)c1	-2%[12.7 µM]	3%	53%[activator]	-9%	-6%	-11%	16%	-9%	6%
O=C(Nc1cccc(C(=O)N2CCOCC2)c1)NC1CCCCC1	2%	21%	34%	-7%	2%	-1%	-8%	-8%	1%
CC1CCCCN1C(=O)CN1CCSc2ccccc21 (configuration not stated)	?	-16%	20%[57 µM]	-20%	2%	9%	-7%	-9%	26%
COCCNC(=O)CN(Cc1ccc2c(c1)OCO2)C(=O)CCC(=O)Nc1nccs1	-34%	8%	-8%	28µM*	1%	-9%	-1%	-5%	?
COCCn1c(SCC(=O)Nc2ccc(S(=O)(=O)N(C)C)cc2)nc2ccccc21	-42%[59 µM]	13%	40%[activator]	-12%	-1%	1%	-5%	-2%	?

# Some of the entries so far, with values under each structure.
# The line under a structure holds: G9a inh, BAZ2B inh, HP1b binding inh, JMJD2A Tudor inh, BLM helicase inh, Pol iota inh, Pin1 inh, Tb PGK inh, GLS inhibitor
CC(=O)Nc1ccc(S(=O)(=O)N2CCc3ccccc3C2)cc1
→ -3%[59 µM], 9%, 49%[activator], 0%[57.1 µM], 0%, 15%, -1%, 9%, 1%
COc1ccc(-c2cc(C)no2)cc1S(=O)(=O)N(C)c1ccc(C)cc1
→ 16%[59 µM], -15%, 48%[activator], 13%, -8%, 0%, 3%, -6%, -12%
Cc1cccc(C)c1NC(=O)CN(C)CC(=O)Nc1cc(Cl)ccc1C#N
→ -23%, -2%, 53%[activator], 9%, 4%, -6%, -3%, -5%, -4%
Cc1cccc(/C=N/NC(=O)NC23CC4CC(CC(C4)C2)C3)n1
→ ?, -33%, 34%, -29%, 2%, 45%[activator], -9%, i, -7%
COc1ccc(C(C(N)=O)c2ncc(C(F)(F)F)cc2Cl)cc1 (configuration not stated)
→ 8%, -3%, 30%, -6%, -2%, 23%, -7%, 6%, 0%
CC(=O)c1cccc(Oc2cc(NN3CCCCC3)c([N+](=O)[O-])cc2[N+](=O)[O-])c1
→ 50µM*, ?, -12%, ?, -3%, 19%, -10%, i, 13%
CC(C)/C=C/C(=O)N1CCC(N2CCC(C(=O)N3CCOCC3)CC2)CC1
→ nt, 1%, 49%[activator], 2%, -4%, -6%, 0%, 5%, 7%
Cc1cc(C)cc(NC(=O)CN2CCCN(S(=O)(=O)c3ccc(Br)s3)CC2)c1
→ -2%[12.7 µM], 3%, 53%[activator], -9%, -6%, -11%, 16%, -9%, 6%
O=C(Nc1cccc(C(=O)N2CCOCC2)c1)NC1CCCCC1
→ 2%, 21%, 34%, -7%, 2%, -1%, -8%, -8%, 1%
CC1CCCCN1C(=O)CN1CCSc2ccccc21 (configuration not stated)
→ ?, -16%, 20%[57 µM], -20%, 2%, 9%, -7%, -9%, 26%

# Screening results as filed in PubChem.
